Assay outcomes deposited in PubChem BioAssay by Broad Institute.
ERAP1 inh: inhibitors of human ERAP1 aminopeptidase; 340,000 tested, 0.15% active; Q9NZ08; AID 652197; recombinant ERAP1, Leu-AMC fluorescence, 60 min; inhibition, % at 10.7 µM;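 active = mean replicate inhibition of at least 30%, or all replicates individually reaching that 30% level; inactive = mean below 30% and not every replicate reaching it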;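 note: 0% = neutral control wells and 100% = L-leucinethiol positive control wells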
RAD54 inh: inhibitors of human RAD54 branch migration; Q92698; RAD54 Holliday junction branch migration, FAM/BHQ fluorescence; inhibition, % at 10.4 µM; 360,000 tested, 0.14% active; AID 602329;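 active = mean normalized replicate activity at least 40 and at least half of replicates scoring 40 or more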;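 note: 0% = median of neutral control wells and 100% = median of positive control wells; inhibitors cause a drop in the FAM fluorescence signal; in these data hits start at about 50%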
RAD52 anneal inh: RAD52 (human) annealing inhibition. 360,000 tested, 0.46% active. recombinant RAD52 DNA annealing, FRET fluorescence. AID 651710. P43351. inhibition, % at 18.7 µM;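 active = every replicate showing at least 50% inhibition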
Target sequence (P43351 whole entry, looked up): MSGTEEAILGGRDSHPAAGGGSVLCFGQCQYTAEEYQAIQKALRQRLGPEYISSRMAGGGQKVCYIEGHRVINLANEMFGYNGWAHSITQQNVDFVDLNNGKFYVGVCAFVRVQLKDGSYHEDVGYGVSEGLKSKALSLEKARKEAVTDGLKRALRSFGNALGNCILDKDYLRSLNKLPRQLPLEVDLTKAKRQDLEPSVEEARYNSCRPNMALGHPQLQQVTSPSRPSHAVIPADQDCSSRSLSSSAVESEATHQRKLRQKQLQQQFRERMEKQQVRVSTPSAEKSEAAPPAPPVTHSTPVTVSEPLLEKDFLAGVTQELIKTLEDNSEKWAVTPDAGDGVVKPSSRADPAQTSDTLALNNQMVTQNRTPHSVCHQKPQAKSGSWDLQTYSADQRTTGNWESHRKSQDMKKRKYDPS
E-selectin induc: induces E-selectin expression in human endothelial cells. 260,000 tested, 0.37% active. activation, % at 7.58 µM. P16581. HUVEC E-selectin immunofluorescence imaging; normalized: neutral wells 0, TNF-alpha wells 100;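 active = mean E-selectin-positive cell signal at least 10% of the positive control, reached in at least 60% of replicates, without over 20% cell loss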;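 note: in these data hits start at about 27%; measured in HUVEC primary endothelial cells; signal is the percent of cells scored E-selectin positive by PE staining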
Target sequence (P16581 whole entry, looked up): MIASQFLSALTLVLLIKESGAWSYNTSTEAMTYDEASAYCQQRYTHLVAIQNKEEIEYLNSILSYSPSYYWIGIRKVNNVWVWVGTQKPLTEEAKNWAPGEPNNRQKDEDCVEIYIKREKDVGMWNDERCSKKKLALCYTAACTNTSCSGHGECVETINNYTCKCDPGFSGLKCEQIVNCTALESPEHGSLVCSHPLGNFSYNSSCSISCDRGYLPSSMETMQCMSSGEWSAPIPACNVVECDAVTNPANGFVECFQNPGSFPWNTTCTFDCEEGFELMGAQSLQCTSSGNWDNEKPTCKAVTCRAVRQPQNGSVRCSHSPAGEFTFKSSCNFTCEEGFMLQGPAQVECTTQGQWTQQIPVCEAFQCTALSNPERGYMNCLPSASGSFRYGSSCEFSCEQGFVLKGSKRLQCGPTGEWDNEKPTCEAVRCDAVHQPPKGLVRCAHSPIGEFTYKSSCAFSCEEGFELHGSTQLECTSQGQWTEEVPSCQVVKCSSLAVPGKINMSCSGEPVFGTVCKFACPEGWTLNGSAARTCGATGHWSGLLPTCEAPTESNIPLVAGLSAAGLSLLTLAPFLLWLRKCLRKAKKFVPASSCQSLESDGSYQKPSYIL
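System: HUVEC, human umbilical vein endothelial cells; quantity: 3,000 cells/well; buffer or medium: EGM-2 medium, gelatin-coated wells; dosing: single-point compound dose; detection: immunofluorescence imaging; evaluation: % PE-positive cells; benchmarks: TNF-alpha, DMSO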
PglD DTNB: blocks C. jejuni PglD acetyltransferase activity | purified PglD enzyme, DTNB colorimetric CoA detection | inhibition, % at 12.5 µM | 360,000 tested, 0.098% active | AID 602405; in the data active = inhibition above about 16%, passing the limit was not always enough; note: strong numbers were not always called active
Cneo AK release: Cryptococcus neoformans lysis via adenylate kinase release; C. neoformans lysis, adenylate kinase release luminescence, 4 h; normalised: neutral wells 0, clomiphene wells 100; lysis activity, % at 15 µM; 360,000 tested, 0.2% active;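 active = mean lysis activity across replicates of at least 80%, whatever share of replicates individually reach that level; inactive = mean lysis activity below 80%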
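Assay system: C. neoformans cells. Amount: yeast cell density of 5 × 10^6 cells/mL. Technique: AK luminescence. Buffer or medium: YPD. Times: static 4 h at 37 °C with compound, 1 h detection. Dosing: single-point compound dose. Read-out: lysis from increased AK signal.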
miR-122 sensor: inhibitors of miR-122 in Huh7 cells; Huh7 miR-122 Renilla luciferase sensor, 48 h; neutral wells = 0, positive control = 100; activation (reporter increase), % at 12.5 µM; 340,000 tested, 0.3% active; AID 602342;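 active = mean replicate activation score at least 90 and every replicate individually at or above 90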;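 note: higher luciferase means less miR-122 activity so hits act as miR-122 inhibitors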
PGC1a acetyl inh: PGC1a acetylation modulation, inhibitor mode. U2OS PGC1a acetylation, AlphaScreen anti-acetyl-lysine; with virally co-expressed GCN5 acetyltransferase. inhibition, % at 15.6 µM. 350,000 tested, 0.17% active;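 active = every replicate shows inhibition of at least 40%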;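 note: 0% = neutral control wells and 100% = positive control wells; some results beyond the cut were filed as inactive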
Numbers without * were called inactive; . = no result given; [ ] = another dose, or the depositor's remark. The order is random. Share with any hit: about 1.4%.

SMILES	ERAP1 inh	RAD54 inh	RAD52 anneal inh	E-selectin induc	PglD DTNB	Cneo AK release	miR-122 sensor	PGC1a acetyl inh
CCN(CC)S(=O)(=O)c1ccc(OC)c(NS(=O)(=O)c2ccc(F)cc2)c1	.	1	.	.	0	3	1	-2
COc1ccc(NC(=O)N(C)C[C@H]2Oc3c(NC(=O)c4cnccn4)cccc3C(=O)N([C@H](C)CO)C[C@@H]2C)cc1	-1	5	-3	.	0	-5	-2[16.7 µM]	2
O=C(Cn1c(=O)n(-c2ccccc2)c(=O)c2sccc21)N1CCCC1	.	-3	.	.	4	0	2	-8
COc1ccc([N+](=O)[O-])cc1NC(=O)C(C)OC(=O)/C=C/c1ccco1 (stereo not drawn)	.	-4	.	-0.5	5	-2	14	.
Cn1c(=O)oc2cc(S(=O)(=O)NCCC(=O)N3CCN(c4ccccc4F)CC3)ccc21	-3	0	6	.	-2	0	1	-3
O=C(Nc1ccc2c(c1)[C@H]1C[C@@H](CC(=O)N3CCc4ccccc4C3)O[C@@H](CO)[C@H]1O2)Nc1ccccc1F	0	-6	10	-0.2	7	-2	-4[16.7 µM]	-2
CCN(C(=O)c1ccco1)c1nnc(-c2cccnc2)s1	-8	-8	-16	-0.2	-1	3	-2	6
Cc1noc(C)c1S(=O)(=O)N(C)C[C@H]1OCCCC[C@@H](C)Oc2ccc(NC(=O)Nc3ccc4c(c3)OCO4)cc2C(=O)N([C@@H](C)CO)C[C@H]1C	.	-4	.	0.0	3	-3	-17[16.7 µM]	12
CCC1(C)CC(CCNS(=O)(=O)c2ccc(C)cc2)(c2ccc(C)cc2)CCO1 (stereo not drawn)	.	0	.	.	0	-3	14	-24
CC(C)(O)C1CC[C@@](C)([C@@H]2CC[C@]3(C)[C@H]2[C@H](O)CC2[C@@]4(C)CCC(O)C(C)(C)C4C(OC4OC(CO)C(O)C(O)C4O[C@@H]4OCC(O)C(O)C4O)C[C@]23C)O1 (stereo partly drawn)	-6	10	-14	-0.1	-3	7	.	.
CNc1cc(C)c(C#N)c2nc3ccccc3n12	-23	2	-9	0.0	-1	1	.	.
Cc1ccccc1CC1(CO)CCCN(C(=O)CCCN2CCCCC2=O)C1 (stereo not drawn)	-3	-10	-13	-0.1	-4	3	4	-7
C[C@@H]1CN([C@@H](C)CO)C(=O)c2cc(NC(=O)Nc3ccccc3)ccc2O[C@@H]1CN(C)S(=O)(=O)c1ccc(Cl)cc1	0	-8	16	2.8	-2	-2	41[16.7 µM]	-6
CC(C)n1c(/C=C/c2ccccc2)nc2ccccc21	.	6	.	.	1	-11	192*	.
Cc1ccc(NC2=CC(=O)CC(C)(C)C2)cc1F	-2	-1	-16	.	8	1	6	9
CCCNC(=O)C[C@H]1CC[C@H]2[C@@H](COC[C@@H](O)CN2C(=O)Nc2ccc(Cl)c(Cl)c2)O1	0	3	5	-0.3	3	49	4[16.7 µM]	-6
CCC1=C(OC(=O)N(CC)CC)N2C(=O)OC(=NCc3ccccc3)[C@]2(C)[C@H]2C1=CC[C@H]1C(=O)N(c3ccccc3)C(=O)[C@H]12	2	-1	-9	3.5	2	0	2	16
Cc1ccccc1-n1nc(C)c2cc(C(=O)NCc3cccnc3)sc21	.	7	.	.	5	-1	.	29
COc1cc(/C=C(\C#N)C(=O)NC2CCCCC2)ccc1OCc1ccc(C(=O)O)cc1	5	3	-18	.	-2	-1	-2	-5
O=c1[nH]c(CSc2nc3ccccc3o2)nc2c1cnn2-c1ccccc1	.	-5	.	.	-5	1	4	8
COc1ccc(NC(=O)CN(C)Cc2c(F)cccc2Cl)cc1S(=O)(=O)N1CCCCC1	-1	.	-11	-0.1	.	.	-1	9
CCCC#Cc1ccc2c(c1)O[C@@H](CN(C)C(=O)Nc1ccccc1F)[C@H](C)CN([C@@H](C)CO)S2(=O)=O	-2	3	9	0.2	5	8	35[16.7 µM]	10
CC(C)c1cn(CC[C@@H]2CC[C@H](NC(=O)Nc3cc(Cl)cc(Cl)c3)[C@@H](CO)O2)nn1	0	-2	5	0.0	1	0	5[16.7 µM]	6
NCC[C@H]1CC[C@H](NC(=O)C2CC2)[C@@H](CO)O1	2	.	7	-0.2	.	.	.	9
COc1cccc(CN(C)CC(=O)N2CCN(S(=O)(=O)c3ccccc3)CC2)c1	-3	1	16	-0.2	7	0	-6	6
O=C1CCN(Cc2ccccc2)S(=O)(=O)c2ccc(F)cc21	-1	0	-12	-0.1	2	1	-7	1
CSc1cccc(NC(=O)CCCOc2ccccc2)c1	.	-4	.	.	-2	-2	0	2
C[C@@H]1CN([C@@H](C)CO)C(=O)c2cc(NC(=O)Nc3ccc4c(c3)OCO4)ccc2O[C@H]1CN(C)Cc1ccc2c(c1)OCO2	0	30	4	0.0	6	0	-2[16.7 µM]	6
O=C(CCl)N(c1ccccc1)C1CCS(=O)(=O)C1 (stereo not drawn)	.	-5	.	1.0	-2	0	-4	.
COc1ccc(NC(=O)c2ccc(NC(=O)C3CC3)cc2)cc1	-4	-12	-12	-0.2	-2	1	7	.
CO[C@H]1CN(C)C(=O)c2cc(NC(C)=O)ccc2OC[C@H](C)N(C(=O)CN(C)C)C[C@@H]1C	-1	-5	-11	0.2	3	-8	1[16.7 µM]	.
C=CCOc1ccc(C2C(C#N)=C(N)N(Nc3ccccc3)C3=C2C(=O)CCC3)cc1OC (stereo not drawn)	.	-1	.	.	0	1	12	-12
COC(=O)N1CCN(S(=O)(=O)c2ccc(F)cc2)CC1	.	8	.	.	5	1	2	2
CCOC(=O)c1c(C(=O)OCC)c(C)n(CCc2ccccc2)c1C	.	-11	.	.	4	4	1	.
O=C(O)c1cccnc1SCC(=O)N1CCCc2ccccc21	2	-18	-49	.	-4	-1	-5	8
CC=Cc1ccc2n(c1=O)C[C@@H]1[C@@H](CO)[C@H](C(=O)NCC3CC3)N(CC3CCOCC3)[C@H]21 (mixture of isomers)	0	-5	-19	0.1	1	-5	2[16.7 µM]	.
Cc1ccc(OCCCN2CCCC2)c(C)c1	.	-2	.	.	-1	2	2	-12
CC(C)CNC(=O)C1Nc2ccc(C(F)(F)F)cc2C2C=CCC12 (stereo not drawn)	.	13	.	-0.1	-3	-1	11	6
CN1[C@H](C(=O)NCC(F)(F)F)[C@@H](CO)[C@@H]2Cn3c(ccc(-c4ccccc4F)c3=O)[C@@H]21	-1	6	1	0.2	-1	2	.	.
CCC(=O)Nc1ccc2c(c1)C(=O)N(C)C[C@H](OC)[C@@H](C)CN(C(=O)NC(C)C)[C@H](C)CO2	2	-6	3	0.2	-1	-4	1[16.7 µM]	-4
c1ccc(-c2csc(Nc3cccnc3)n2)nc1	.	6	.	.	4	-2	2	7
CO[C@H]1CN(C)C(=O)c2ccc(NC(=O)C3CCOCC3)cc2OC[C@@H](C)N(CC2CC2)C[C@@H]1C	3	11	19	0.1	0	-2	.	-9
CC1CCN(C(=O)c2[nH]cnc2C(=O)Nc2ccc(Cl)cc2)CC1	-4	-3	-7	0.8	1	1	0	4
C[C@@H]1CN([C@H](C)CO)C(=O)c2cc(NS(=O)(=O)c3ccccc3)ccc2O[C@H]1CN(C)Cc1ccc(Oc2ccccc2)cc1	-2	-1	7	0.3	3	-3	-2[16.7 µM]	19
CN1N=C(C(=O)Nc2ccc3c(c2)CCC3)CCC1=O	1	-6	-11	.	1	1	-7	33
CCCn1ncc2c(Nc3ccc(C)c(C)c3)ncnc21	3	0	-6	.	-1	6	-4	-1
COc1cc(/C=C2\C(=N)N3N=C(C(C)C)SC3=NC2=O)ccc1OCCOc1ccc(NC(C)=O)cc1	-2	2	-18	0.0	11	-1	.	.
FC(F)(F)c1ccccc1Cc1c(-c2ccc(Cl)cc2)nc2ccc(Br)cn12	6	-9	-45	0.0	1	-2	2	12
O=C(Nc1ccc(F)cc1)N[C@@H]1CC[C@H](CCn2cc(C3(O)CCCC3)nn2)O[C@@H]1CO	-1	-4	-1	0.3	1	51	.	-4
C=CCn1c(=O)c(C(=O)NCc2ccccc2Cl)c(O)c2ccccc21	-1	-24	-9	.	-6	5	-1	6
COC(=O)CNc1c(-c2ccccc2)nc2ccc(Br)cn12	.	-5	.	.	9	-7	0	.
CC1CCc2c(sc(NC(=O)c3c([N+](=O)[O-])cnn3C)c2C(N)=O)C1 (stereo not drawn)	-2	13	-22	0.1	0	0	-4	.
O=C(Nc1nc2nccc(-c3ccccc3)n2n1)c1ccccc1	.	3	-8	0.0	-1	4	0	-1
C[C@@H]1CN([C@H](C)CO)C(=O)c2cc(NC(=O)Cn3cnnn3)ccc2O[C@@H]1CN(C)C(=O)Nc1ccc(F)cc1	1	-1	4	-0.1	2	3	3[16.7 µM]	3
O=C1C(Cc2ccccc2)S/C(=N/N=C/c2ccco2)N1c1ccccc1 (stereo not drawn)	.	-5	.	.	-6	0	-2	-21
COc1ccc(C2=C/C(=C\c3ccc(OC(C)=O)cc3)C(=O)O2)cc1	0	3	-30	-0.1	0	0	-3	0
CC(=O)c1nn(-c2cccc(Br)c2)cc1C(=O)c1ccc(Cl)cc1	0	-6	-28	.	0	-2	0	10
O=C(C[C@@H]1CC[C@@H](NC(=O)C2CCC2)[C@H](CO)O1)NC1CCCCC1	0	-3	-13	-0.4	1	-3	.	0
CCC(=O)Nc1ccc2c(c1)C(=O)N(C)C[C@H](OC)[C@@H](C)CN(Cc1ccncc1)[C@@H](C)CO2	.	-3	-6	-0.1	0	-3	.	7
NC(=O)c1ccsc1NC(=O)CCS(=O)(=O)c1ccc(Cl)cc1	2	-1	-4	0.4	1	-1	.	0

Profiles from above:
CCC(=O)Nc1ccc2c(c1)C(=O)N(C)C[C@H](OC)[C@@H](C)CN(C(=O)NC(C)C)[C@H](C)CO2 as listed: ERAP1 inh = 2; RAD54 inh = -6; RAD52 anneal inh = 3; E-selectin induc = 0.2; PglD DTNB = -1; Cneo AK release = -4; miR-122 sensor = 1[16.7 µM]; PGC1a acetyl inh = -4
COc1ccc(NC(=O)CN(C)Cc2c(F)cccc2Cl)cc1S(=O)(=O)N1CCCCC1 as listed: ERAP1 inh = -1; RAD54 inh = .; RAD52 anneal inh = -11; E-selectin induc = -0.1; PglD DTNB = .; Cneo AK release = .; miR-122 sensor = -1; PGC1a acetyl inh = 9
CC1CCN(C(=O)c2[nH]cnc2C(=O)Nc2ccc(Cl)cc2)CC1 as listed: ERAP1 inh = -4; RAD54 inh = -3; RAD52 anneal inh = -7; E-selectin induc = 0.8; PglD DTNB = 1; Cneo AK release = 1; miR-122 sensor = 0; PGC1a acetyl inh = 4

More structures
SMILES	ERAP1 inh	RAD54 inh	RAD52 anneal inh	E-selectin induc	PglD DTNB	Cneo AK release	miR-122 sensor	PGC1a acetyl inh
CC(C)c1ccccc1OS(N)(=O)=O	5	-8	-27	-0.1	5	3	1	5
COc1ccc(C2CC(=O)Oc3cc(OC)ccc32)cc1 (stereo not drawn)	2	4	-16	-0.1	3	-1	-2	7
C/C=C/c1ccc([C@H]2[C@@H](CNC(=O)NC(C)C)N(C(=O)C3CC3)[C@H]2CO)cc1	-1	1	-18	-0.1	-2	-5	17[16.7 µM]	2
COc1ccccc1N1C(=O)c2ccc(C(=O)Nc3ccc(C(=O)O)cc3)cc2C1=O	-3	-10	-5	0.0	-2	-2	.	-4
Cc1ccc(S(=O)(=O)NC(=NC2CCCCC2)c2ccc(Cl)cc2)cc1	.	-8	.	.	-2	1	30	.
COC(=O)C[C@@H]1C[C@@H]2c3cc(NC(=O)c4ccc5c(c4)OCO5)ccc3O[C@@H]2[C@H](CO)O1	1	1	1	-0.2	3	4	6[16.7 µM]	-3
CCOC(=O)CCN(Cc1ccccc1)S(=O)(=O)c1csc(C(N)=O)c1	-5	2	-14	.	1	-1	0	7
